# GLS inh: blocks human kidney-isoform glutaminase activity | GLS enzymatic activity, qHTS titration | Potency, µM (doses to about 45.5 µM), for the others: at the top dose activity change, negative = inhibition, usual class: inhibitors | actives 0.21% (n = 410,000) | AID 624170; note: % is set by controls: 0 for no effect and ±100 for the full control effect
#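 Read-out is an Amplex red fluorescence increase coupled through glutamate oxidase and HRP, measured before and after 30 min room-temperature incubation. hKGA is in 45 mM KH2PO4 (pH 8.2) with 0.02% Tween-20; glutamine added as 1mM solution.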
# BAZ2B inh: BAZ2B (human) inhibition; AlphaScreen BAZ2B-H3K14Ac peptide displacement; Potency, µM (titrated, usually from 114 µM), without a hit: at the highest dose activity change, negative = inhibition, most hits filed as inhibitors; actives 4.4% (n = 360,000); AID 504333; note: % is set by controls: 0 for no effect and ±100 for the full control effect; nearly all actives have a fitted effect of over 60% in size
#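 Protein-peptide AlphaScreen: BAZ2B 50 nM, b-H3K14Ac 50 nM, 1x PBS pH 7.4 + 0.01% Tween-20. Preincubation 30 min RT; cpd 30 min RT (top 110 uM); beads 20 min RT, light-protected.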
# BLM helicase inh: Bloom syndrome helicase (human) inhibition; P54132; recombinant BLM DNA unwinding, fluorescence dequenching; actives 0.2% (n = 350,000); Potency, µM (top dose mostly 56.1 µM), for the others: top-dose activity change, negative = inhibition, most hits filed as inhibitors;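 note: plate controls were vehicle for no effect and no enzyme for full effect; nearly all actives have a fitted effect of over 35% in size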
# Pin1 inh: inhibitors of human Pin1 | Potency, µM (top dose mostly 115 µM), inactives show at the highest dose activity, negative = inhibition, most hits filed as inhibitors | actives 0.009% (n = 390,000) | Pin1 FP peptide displacement, HiFluor488, 10 min | Q13526; active = well fitted inhibition curve with a large enough effect in the polarisation, with a control signal flat, not every such curve was filed as active; inconclusive = small, poorly fitted or top-dose-only effect, or effect the other way, or a change in a side signal; inactive = no such curve, though single readings can be large or run the other way; the % refers to the polarisation; note: % is set by controls: 0 for no effect and ±100 for the full control effect
# Target sequence (Q13526 whole entry, looked up): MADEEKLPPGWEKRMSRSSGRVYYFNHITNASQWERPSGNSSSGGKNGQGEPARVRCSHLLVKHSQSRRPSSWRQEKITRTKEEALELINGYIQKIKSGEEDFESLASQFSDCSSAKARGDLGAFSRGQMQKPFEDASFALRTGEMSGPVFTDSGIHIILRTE
# Tb PGK inh: blocks T. brucei phosphoglycerate kinase; PGK/GAPDH coupled, Kinase-Glo luminescence, 60 min; Potency, µM (titrated, usually from 57.5 µM), for inactives: top-dose activity change, negative = inhibition, usual class: inhibitors; actives 0.043% (n = 380,000); AID 602233; note: % is set by controls: 0 for no effect and ±100 for the full control effect; nearly all actives have a fitted effect of over 60% in size
#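 Recombinant glycosomal PGK reaction used 1,3-bisphosphoglycerate generated in-well by GAPDH (100nM final) in 100mM TEA pH 7.6, 5mM MgCl2, 0.01% Tween-20. After 60 minutes at room temperature, ATP was read by Kinase-Glo Plus luminescence end-point.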
# G9a inh: G9a (human) methyltransferase inhibition; Q96KQ7; G9a H3K9 monomethylation, AlphaScreen, 2 h; Potency, µM (titrated, usually from 102 µM), inactives show top-dose activity, negative = inhibition, hits mostly inhibitors; actives 8.8% (n = 350,000); AID 504332; note: % is set by controls: 0 for no effect and ±100 for the full control effect; nearly all actives have a fitted effect of over 75% in size
#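 Methyltransferase reactions run at room temperature for 2 h (20 nM enzyme, 500 nM biotin-H3K9 peptide, 20 uM SAM) after a 15 min compound preincubation; product detected by AlphaScreen beads and anti-H3K9me1 antibody.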
# HP1b chromo inh: HP1-beta chromodomain-methylated histone interaction inhibition; AID 540317; actives 0.56% (n = 390,000); Potency, µM (highest dose often 114 µM), for the others: top-dose activity change, negative = inhibition, hits mostly inhibitors; AlphaScreen HP1-beta / biotin-H3K9me3 peptide binding; note: nearly all actives have a fitted effect of over 70% in size; inactives centre near 23
# Target sequence (P83916 whole entry, looked up): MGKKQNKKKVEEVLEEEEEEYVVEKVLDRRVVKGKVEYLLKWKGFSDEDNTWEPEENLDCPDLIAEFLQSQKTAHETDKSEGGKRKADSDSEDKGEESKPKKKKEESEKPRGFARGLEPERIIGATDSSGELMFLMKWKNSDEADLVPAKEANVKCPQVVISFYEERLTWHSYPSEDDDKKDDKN
#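 AlphaScreen: HP1-beta (50 nM) preformed 30 min with biotin-H3(1-18)K9me3 peptide (50 nM) in PBS pH 7.4, 0.01% Tween-20. Compound added for 30 min at RT, then streptavidin donor/nickel chelate acceptor beads (10 ug/mL) for 30 min.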
# JMJD2A Tudor inh: JMJD2A Tudor domain (human) inhibition; AlphaScreen JMJD2A-Tudor / H3K4me3 peptide binding; O75164; Potency, µM (doses to about 114 µM), for the others: at the top dose activity change, negative = inhibition, most hits filed as inhibitors; actives 4.4% (n = 390,000); note: % is set by controls: 0 for no effect and ±100 for the full control effect; nearly all actives have a fitted effect of over 50% in size
# Pol iota inh: inhibitors of human DNA polymerase iota. Q9UNA4. actives 1% (n = 390,000). Pol iota fluorescent replication assay, 10 min. Potency, µM (highest dose often 115 µM), inactives show top-dose activity, negative = inhibition, most hits filed as inhibitors
# Target sequence (Q9UNA4 whole entry, looked up): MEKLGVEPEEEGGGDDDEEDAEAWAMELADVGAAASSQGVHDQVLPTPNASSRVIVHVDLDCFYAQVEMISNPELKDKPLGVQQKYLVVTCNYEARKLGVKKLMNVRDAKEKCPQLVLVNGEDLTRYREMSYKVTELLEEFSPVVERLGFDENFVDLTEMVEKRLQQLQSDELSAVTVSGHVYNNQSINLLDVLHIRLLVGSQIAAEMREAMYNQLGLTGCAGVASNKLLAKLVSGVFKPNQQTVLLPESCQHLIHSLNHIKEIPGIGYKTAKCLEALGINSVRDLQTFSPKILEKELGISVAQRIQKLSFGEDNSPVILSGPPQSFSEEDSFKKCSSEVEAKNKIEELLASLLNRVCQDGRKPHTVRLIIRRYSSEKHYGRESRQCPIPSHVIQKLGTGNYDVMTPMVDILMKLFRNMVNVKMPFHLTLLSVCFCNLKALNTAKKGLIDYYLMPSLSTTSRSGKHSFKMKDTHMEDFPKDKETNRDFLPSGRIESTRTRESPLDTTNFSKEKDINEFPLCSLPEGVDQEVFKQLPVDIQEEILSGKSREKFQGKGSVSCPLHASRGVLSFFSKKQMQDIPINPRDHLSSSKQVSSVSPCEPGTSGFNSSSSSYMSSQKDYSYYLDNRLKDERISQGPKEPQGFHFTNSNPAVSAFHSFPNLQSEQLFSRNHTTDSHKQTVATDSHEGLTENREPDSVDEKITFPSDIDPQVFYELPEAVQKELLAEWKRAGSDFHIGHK
#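 Pol iota at 10 nM preincubated 15 min with compounds at room temperature; reaction started with fluorescent substrate, 50 nM final. Fluorescence read kinetically at 0 and 10 min; buffer-only wells as negative control.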
# An asterisk follows results filed as active; i = inactive; ? = inconclusive; · = no result given; [ ] = another dose, or the depositor's remark. Unless noted, calls come from the whole dose curve; as a rule, active = well fitted curve in the direction sought with a large enough effect; inconclusive = small, poorly fitted or top-dose-only effect, or another doubt; inactive = no such curve, though single readings can be large; an effect the other way counts as inactive or inconclusive. Potency is the fitted concentration of half-maximal effect.
cpd | SMILES | GLS inh | BAZ2B inh | BLM helicase inh | Pin1 inh | Tb PGK inh
1 | COc1ccc2cnn(-c3ccccc3)c(=O)c2c1OC | 6% | 0% | 1% | -7% | i
2 | CCOC(=O)CS(=O)(=O)c1ccc2ccccc2c1 | -3% | -1% | 1% | -2% | 2%
3 | CC(=O)N1CCC(N(CCN2CCOCC2)C(=S)Nc2cccc(C)c2)CC1 | 1% | -5% | 2% | -6% | -11%
4 | CN1CCN(S(=O)C23CC4CC(CC(C4)C2)C3)CC1 (configuration not stated) | 5% | -7% | 5% | -6% | i
5 | O=C(Cc1ncon1)Nc1ccc(F)c(F)c1F | -1% | 2% | 4% | 0% | -2%
6 | CN(CCO)C1=CC(=O)CC(C)(C)C1 | -1% | 0% | 2% | -3% | -6%
7 | COc1cccc2c1OCC(CN1CCN(C3CCCCC3)C(CCO)C1)=C2 (configuration not stated) | 1% | -10% | -5% | -3% | 0%
8 | O=C1CCC(C(=O)O)N1 (configuration not stated) | -1% | -2% | -3% | 4% | -1%
9 | C#CCOCCOCCOCCNc1nc(N2CCN(C(=O)CCCCCCCCCCNC(=O)[C@H](CCCCN)n3cc(CCCC(=O)O)nn3)CC2)nc(N2CCN(C(=O)CCCCCCCCCCNC(=O)[C@H](CCCCN)n3cc(CCCC(=O)O)nn3)CC2)n1 | 0% | -34% | · | 14% | -5%
10 | CC(=O)N1CCC(C(=O)OCc2ccccc2F)(c2ccccc2)CC1 | 0% | -17% | -3% | -3% | -5%
11 | COc1ccc(F)cc1S(=O)(=O)NCC(c1ccc2c(c1)OCO2)N1CCN(C)CC1 (configuration not stated) | 3% | 8% | · | -3% | -8%
12 | COc1ccc(NC(=O)Cn2nnnc2-c2ccccc2F)c(C)c1 | -6% | -8% | -2% | 3% | 3%

cpd | G9a inh | HP1b chromo inh | JMJD2A Tudor inh | Pol iota inh
1 | 10%[12.7 µM] | 14% | -15% | -5%
2 | 13%[12.7 µM] | 52% | 0% | 9%
3 | 14%[59 µM] | 29% | 4% | 4%
4 | -13%[59 µM] | 38%[activator] | -13% | 3%[58.9 µM]
5 | · | 31% | -10% | 11%
6 | -11%[59 µM] | 17% | -14% | 15%
7 | 3% | 37% | -5% | 72%[activator]
8 | -10%[12.7 µM] | 21% | -22% | 8%
9 | 6%[2.33 µM] | 32% | ? | ?
10 | 10% | 21% | -1% | 117%[activator]
11 | 50µM* | 14% | ? | 37%[activator]
12 | -6%[59 µM] | 26% | -7% | 24%

# The list goes on, starting with the last four of the part before.
cpd | SMILES | GLS inh | BAZ2B inh | BLM helicase inh | Pin1 inh | Tb PGK inh
9 | C#CCOCCOCCOCCNc1nc(N2CCN(C(=O)CCCCCCCCCCNC(=O)[C@H](CCCCN)n3cc(CCCC(=O)O)nn3)CC2)nc(N2CCN(C(=O)CCCCCCCCCCNC(=O)[C@H](CCCCN)n3cc(CCCC(=O)O)nn3)CC2)n1 | 0% | -34% | · | 14% | -5%
10 | CC(=O)N1CCC(C(=O)OCc2ccccc2F)(c2ccccc2)CC1 | 0% | -17% | -3% | -3% | -5%
11 | COc1ccc(F)cc1S(=O)(=O)NCC(c1ccc2c(c1)OCO2)N1CCN(C)CC1 (configuration not stated) | 3% | 8% | · | -3% | -8%
12 | COc1ccc(NC(=O)Cn2nnnc2-c2ccccc2F)c(C)c1 | -6% | -8% | -2% | 3% | 3%
13 | COc1ccc(NC(=O)c2ccsc2NC(C)=O)cc1 | -1% | ? | -2% | 2% | 4%
14 | S=C(NCCSCc1ccc(Cl)cc1Cl)Nc1ccccc1 | 11% | 5% | -14% | ? | 0%
15 | O=C(Nc1ccc(Br)cc1)c1cc(-c2ccncc2)nc2ccccc12 | -1% | · | · | 4% | -2%
16 | COc1ccc(NC(=O)CN2CCC(C)CC2)c([N+](=O)[O-])c1 | 2% | -39% | -4% | 0% | -5%[11.5 µM]
17 | CCCCCCCC(=O)NN1CCOCC1 | 4% | 9% | -1% | -7% | -1%
18 | Cc1oc2ccc(O)c(CN3CCOCC3)c2c1C(=O)Nc1cccc(C(F)(F)F)c1 | 6% | -9% | -5% | -8% | 0%
19 | O=C1CCCN1c1ccc(S(=O)(=O)Nc2ccc3c(c2)OCCO3)cc1 | 26% | 4% | -7% | 3% | 3%
20 | c1ccc2nc(-c3ccc(-n4ccnc4)cc3)ccc2c1 | 2% | -31% | 4% | -6% | -1%
21 | COc1ccc(C2CC(c3cccs3)=NN2C(=O)CSc2nc3c(cnn3-c3ccccc3)c(=O)[nH]2)cc1 (configuration not stated) | -1% | -29% | -8% | 5% | -5%
22 | O=C(Cc1ccc(F)cc1)N/N=C/c1ccncc1 | 1% | 3% | -1% | 3% | -4%
23 | CCc1ccc(-n2c(SCc3ccccc3Cl)nc3[nH]ncc3c2=O)cc1 | -2% | -33% | -18% | 4% | -7%
24 | COC(=O)Cc1ccc(NC(=S)Nc2ccccn2)cc1 | -4% | -4% | -2% | 22% | -8%

cpd | G9a inh | HP1b chromo inh | JMJD2A Tudor inh | Pol iota inh
9 | 6%[2.33 µM] | 32% | ? | ?
10 | 10% | 21% | -1% | 117%[activator]
11 | 50µM* | 14% | ? | 37%[activator]
12 | -6%[59 µM] | 26% | -7% | 24%
13 | 8% | 44%[activator] | -5% | 27%
14 | 6%[59 µM] | 45% | -2% | -2%
15 | · | 8% | -26% | 24%
16 | ? | -18% | ? | 11%
17 | 11% | 30% | 4% | 3%
18 | ? | 15% | -17% | -6%
19 | 22%[59 µM] | 10% | -12% | 11%
20 | -22% | 1% | -32% | -1%
21 | ? | 31% | -2% | 8%
22 | 16%[59 µM] | 57%[activator] | 9% | 161%[activator]
23 | -21%[59 µM] | 37%[activator] | -35% | -11%
24 | · | 23% | -3% | 28%

# (cont.)
cpd | SMILES | GLS inh | BAZ2B inh | BLM helicase inh | Pin1 inh | Tb PGK inh
25 | CN1CCN(S(=O)(=O)c2ccc(-c3noc(C4CCN(S(C)(=O)=O)CC4)n3)cc2)CC1 | 3% | -1% | 1% | 4% | -7%
26 | CCOC(=O)c1c(NC(=O)CCS(=O)(=O)c2ccccc2)sc2c1CCN(C(C)C)C2 | 15% | -12% | -3% | 7% | 6%
27 | Cc1cccc(C)c1OCC(O)CNC(C)(C)C (configuration not stated) | 10% | -3% | 2% | -1% | -3%
28 | COc1ccc(OC)c(NC(=O)c2cnc(Nc3ccccc3OC)c3ccccc23)c1 | 6% | 13% | -9% | 29% | -2%
29 | O=C(NN1CCCCC1)c1cccc(COc2ccc(Cl)cc2)c1 | 19% | 0% | 1% | -3% | -4%
30 | C=CCc1c(C)nc2cc(-c3ccc(C)cc3)[nH]n2c1=O | 9% | 8% | -1% | -2% | 3%
31 | COC(=O)c1cc(NS(=O)(=O)c2ccc(N3CCCCC3)c([N+](=O)[O-])c2)cc(C(=O)OC)c1 | -5% | ? | -12% | -2% | i
32 | OCCn1ccc(-c2ccccc2OCc2ccc(F)cc2)n1 | 10% | -3% | 0% | 0% | 8%
33 | O=C(/C=C\N1CCOCC1)c1ccc(Br)cc1 | -1% | -4% | 0% | 6% | 4%
34 | O=C1OC(N2C(=O)CC[C@H]2C(=O)Nc2ccc3c(c2)OCO3)c2ccccc21 (some centres not stated) | 13% | 0% | -1% | -14% | 5%
35 | Cc1ccc(C(=O)COC(=O)CCN2C(=O)C3C4CC(C(Br)C4Br)C3C2=O)cc1 (configuration not stated) | -1% | -17% | 0% | -1% | -8%
36 | CC1CCN(C(=O)c2cc3nc(C4CC4)cc(C(F)(F)F)n3n2)CC1 | -2% | 5% | 2% | ? | 1%

cpd | G9a inh | HP1b chromo inh | JMJD2A Tudor inh | Pol iota inh
25 | 2%[59 µM] | 8% | -20% | 23%
26 | · | 35% | -12% | -4%
27 | -4%[12.7 µM] | 9% | -8% | 25%
28 | 35%[activator] | 74%[activator] | 18% | 7%
29 | -1%[59 µM] | 31% | -9% | 26%
30 | 29% | 41%[activator] | -2% | -15%
31 | ? | -28% | ? | -6%
32 | -4% | 31% | -2% | -24%
33 | -12% | 30% | -9% | 31%[activator]
34 | ? | 18% | -18% | -6%
35 | -42% | 25% | -18% | 26%
36 | -1%[59 µM] | 27% | -11% | 13%

# More records:
cpd | SMILES | GLS inh | BAZ2B inh | BLM helicase inh | Pin1 inh | Tb PGK inh
37 | Cc1cc(C)n2nc(SCC(=O)Nc3ccccc3F)nc2n1 | -8% | 0% | · | -6% | i
38 | Cc1ccc(Cn2cc(/C=N/NC(=O)Cc3nnc(NC(=O)c4ccc(C)cc4)s3)c3ccccc32)cc1 | -1% | -24% | 0% | 1% | 6%
39 | COc1ccc(C)cc1C(=O)CCC(=O)NC1CCCCC1 | 4% | -1% | -3% | 1% | -1%
40 | CCCc1nn(C)c(C(=O)Nc2ccc(C)c(C)c2)c1Cl | 6% | 30% | -6% | 18% | -10%
41 | COc1ccccc1C1(O)CCN(CC(=O)Nc2c(C)nn(C)c2C)CC1 | 0% | -2% | -4% | 7% | ·
42 | CO/N=C/Cc1c([N+](=O)[O-])c(C)nn1C | 0% | -3% | -10% | -1% | -10%
43 | Brc1nc(Br)n(Cc2ccccc2)n1 | -2% | 4% | 0% | 6% | -2%
44 | Cc1cc(NC(=O)CCC(=O)N(c2cccc(F)c2)C(C(=O)NC2CCCC2)c2ccncc2)no1 (configuration not stated) | 2% | 0% | -2% | -3% | -4%
45 | CCOc1ccc(CCNC(=O)CCc2c(C)nc3c4c(C)cc(C)nc4nn3c2C)cc1 | -14% | 3% | -7% | 0% | ·
46 | CCNc1nc(NCC)nc(Oc2ccc(OCC)nn2)n1 | -4% | · | -2% | ? | -6%

cpd | G9a inh | HP1b chromo inh | JMJD2A Tudor inh | Pol iota inh
37 | 2%[12.7 µM] | 23% | -4% | 13%
38 | 54%[activator][59 µM] | 24% | -8% | ?
39 | 16% | 24% | -4% | -1%
40 | 65%[activator][59 µM] | 99%[activator] | 38%[activator] | 172%[activator]
41 | -19% | 8% | -13% | 17%
42 | -5%[12.7 µM] | 50%[activator] | 8% | 70%[activator]
43 | 16% | 39%[activator] | -3% | 35%[activator]
44 | 18% | 21% | -7% | -4%
45 | -13%[59 µM] | -6% | -23% | 8%
46 | 9%[59 µM] | 20% | -5% | -3%

# High-throughput results: PubChem BioAssay, National Center for Advancing Translational Sciences (NCATS)

# Only part of the results is shown (hit frequency here may not be typical).
